CAL PDZ FP-1: untagged CAL PDZ binding inhibitors, primary screen, biochemical, fluorescence polarization, HTS; Golgi-associated PDZ and coiled-coil motif-containing protein (Homo sapiens), Q9HD26; purified CAL PDZ, TMR-peptide fluorescence polarization, 1 h; AID 602252, 2012; hit rate 0.92% among 300,000; inhibition, % at 24.9 µM;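 active = mean inhibition of at least 30% with at least half of replicates also reaching 30%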;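 also: 0% = DMSO neutral control and 100% = excess unlabeled competitor peptide PRC23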
PfHsp90 yeast 2: growth inhibition of PfHsp90-expressing yeast, primary screen, antimalarial PfHsp90 inhibitor project, S. cerevisiae, BacTiter-Glo luminescence, single point, set 2. BacTiter-Glo ATP, 48 h; yeast lacking PDR1 and PDR3 efflux regulators. inhibition, % at 9.4 µM. hit rate 0.32% among 310,000. AID 504621, 2011;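 active = every replicate shows inhibition above about 80%, whatever the replicate mean, limit read from the data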;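 also: 0% = DMSO neutral controls and 100% = 20 µM radicicol positive controls; yeast relying on Plasmodium falciparum Hsp90 in place of its own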
MITF TRPM1 HTS: activators of MITF-driven TRPM1 promoter reporter, primary screen, cell-based, SK-MEL-5, luciferase, single point; SK-MEL-5 TRPM1-promoter luciferase, 24 h; % of positive control, neutral wells = 0; activation, % at 12.5 µM; hit rate 0.75% among 300,000;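 active = mean activation of at least 80% with every replicate also reaching 80%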;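 also: 0% = neutral control wells and 100% = parthenolide positive control wells; values of inactives mirror those of a sister screen read the other way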
NSD2 HMT inh: NSD2 histone methyltransferase inhibitors, primary screen, biochemical, AlphaScreen, single concentration, set 2; Histone-lysine N-methyltransferase NSD2 (Homo sapiens), O96028; NSD2 peptide methylation, 120 min; inhibition, % at 12.5 µM; hit rate 0.54% among 310,000; in the data active = inhibition above about 50%
CAL PDZ FP-2: CAL PDZ peptide-binding inhibitors, primary screen, biochemical, fluorescence polarization, Cer-tagged CAL PDZ, HTS; purified CAL PDZ, TMR-peptide fluorescence polarization, 1 h; AID 504414, 2011; inhibition, % at 20 µM; hit rate 0.02% among 330,000; Golgi-associated PDZ and coiled-coil motif-containing protein (Homo sapiens), Q9HD26;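 active = highest replicate inhibition of at least 40%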;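 also: plate controls were DMSO neutral control wells for no effect and unlabeled competitor peptide control wells for full effect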
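material = purified tagged CAL PDZ domain construct (CerCALP) | buffer or medium = sodium phosphate/NaCl buffer pH 7.4 with TCEP, IgG, Thesit | reagent = TMR-labelled reporter peptide T*-PRC34 bound in PDZ groove | incubation = 1 h room-temperature incubation prior to read | measured by = fluorescence polarization (mP) | evaluation = percent inhibition from loss of millipolarization | control set = unlabelled peptide and DMSO controls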
SR-BI HDL uptake: inhibitors of SR-BI mediated HDL lipid uptake, primary screen, ldlA[mSR-BI] cells, fluorescence, single point. hit rate 0.96% among 320,000. Scavenger receptor class B member 1 (Mus musculus), Q61009. inhibition, % at 12.5 µM. ldlA[mSR-BI] CHO cells, DiI-HDL uptake fluorescence, 3 h;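 active = mean replicate inhibition of at least 70% and a set share of replicates each scoring 70 or more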;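 also: 0% = median of neutral control wells and 100% = median of positive control wells; values of inactives mirror those of a sister screen read the other way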
PvdQ inh: P. aeruginosa PvdQ acylase inhibitors, primary screen, biochemical, fluorescence, plate reader and imaging, single point; PvdQ acylase [Pseudomonas aeruginosa LESB58]; purified PvdQ acylase; inhibition, % at 10 µM; hit rate 0.063% among 340,000; AID 488965, 2010; in the data active = inhibition above about 30%, passing the limit was not always enough;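 also: 0% = vehicle neutral wells and 100% = reference inhibitor wells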
SR-BI uptake up: activators of SR-BI mediated DiI-HDL uptake, primary screen, ldlA[mSR-BI] CHO cells, DiI fluorescence; hit rate 0.096% among 320,000; 3 h; 100 = double the neutral-control signal; activation, % at 12.5 µM;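 active = mean replicate activation of at least 60% and every replicate at or above 60%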;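 also: 0% = median plate neutral-control signal and 100% = twice that signal; values of inactives mirror those of a sister screen read the other way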
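Test system: SR-BI-overexpressing, LDLR-lacking CHO cells. Measured by: DiI fluorescence, bottom read. Medium: Ham's F12 with 0.5% BSA, HEPES 25 mM, pH 7.4. Timing: 3 h uptake period with compound, 37 °C.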
Rtt109 HAT inh: inhibitors of C. albicans Rtt109/Vps75 HAT, primary screen, biochemical, ThioGlo CoA-SH fluorescence, plate reader; Histone acetyltransferase RTT109 (Candida albicans (strain SC5314 / ATCC MYA-2876)), …; purified Rtt109/Vps75, 4 h; inhibition, % at 34.9 µM; hit rate 0.16% among 330,000; AID 540336, 2011;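 active = inhibition of at least 50% in every replicate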
Target sequence (Q5AAJ8 whole entry, looked up): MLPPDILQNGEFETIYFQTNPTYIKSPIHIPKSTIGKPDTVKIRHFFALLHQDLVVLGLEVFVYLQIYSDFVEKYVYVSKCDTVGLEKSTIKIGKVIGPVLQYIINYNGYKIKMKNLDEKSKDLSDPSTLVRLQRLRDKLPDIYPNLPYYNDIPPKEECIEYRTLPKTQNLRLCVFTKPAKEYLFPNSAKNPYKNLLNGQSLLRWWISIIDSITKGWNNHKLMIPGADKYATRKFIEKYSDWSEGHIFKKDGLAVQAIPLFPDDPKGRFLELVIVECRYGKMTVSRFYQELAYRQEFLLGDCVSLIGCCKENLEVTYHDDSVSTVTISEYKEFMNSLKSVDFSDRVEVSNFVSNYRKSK
dFosB act: activators of delta FosB homodimer, primary screen, biochemical, fluorescence polarization, TAMRA-CDK5 oligo, single point | purified delta FosB; percent of positive-control signal above neutral wells | activation, % at 25 µM | hit rate 0.99% among 340,000 | AID 493131, 2011;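 active = mean activation above about 17%, with every replicate also reaching it, limit read from the data, passing the limit was not always enough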;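 also: fluorescence polarization rise as delta FosB binds a TAMRA Cdk5 AP-1 oligo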
Target sequence (P13346 whole entry, looked up): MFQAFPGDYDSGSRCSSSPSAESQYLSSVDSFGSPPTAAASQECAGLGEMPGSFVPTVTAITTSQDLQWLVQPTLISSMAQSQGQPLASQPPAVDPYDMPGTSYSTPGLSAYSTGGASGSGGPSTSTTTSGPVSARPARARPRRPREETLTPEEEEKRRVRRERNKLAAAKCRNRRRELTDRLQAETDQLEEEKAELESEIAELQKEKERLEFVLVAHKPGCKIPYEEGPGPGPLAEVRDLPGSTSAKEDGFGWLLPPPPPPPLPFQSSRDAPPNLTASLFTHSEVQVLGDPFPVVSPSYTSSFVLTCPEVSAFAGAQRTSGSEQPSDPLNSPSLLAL
Active calls of the source: *; x = no result given.

SMILES | CAL PDZ FP-1 | PfHsp90 yeast 2 | MITF TRPM1 HTS | NSD2 HMT inh | CAL PDZ FP-2 | SR-BI HDL uptake | PvdQ inh | SR-BI uptake up | Rtt109 HAT inh | dFosB act
Cc1cc(C)nc(SCc2nnc(SCC(=O)Nc3nc(-c4ccccc4)cs3)n2-c2ccccc2)n1 | 3 | -30 | -13 | 6 | -2.9 | 57 | -8 | -57 | -3 | -1
COc1cccc(NC(=S)NC2CC3CCCC(C2)N3C2CCCC2)c1 (stereo unspecified) | 5 | -26 | -11 | 3 | -1.7 | 12 | -16 | -12 | 3 | -16
CCOc1nc(NCCN2CCOCC2)nc(NC(C)C)n1 | -4 | -1 | 14 | 1 | x | -5 | -8 | 5 | -2 | 4
Cc1ccc(S(=O)(=O)N2CCN3CCCC3C2)cc1 (stereo unspecified) | 0 | -8 | x | -1 | -0.3 | -4 | 6 | 4 | 2 | 4
O=C(NCCSCc1c(F)cccc1Cl)c1ccc(CN2CCOCC2)cc1 | -3 | 21 | -8 | -1 | -3.7 | 30 | -2 | -30 | 3 | 3
CCc1ccc(OCc2nnc(SCC(=O)Nc3cccc(C(=O)N4CCOCC4)c3)o2)cc1 | -1 | -10 | -3 | 0 | -1.9 | 15 | 3 | -15 | x | -8
Cc1ccc2nc(SCC(=O)NCCCN3CCCC3=O)[nH]c2c1 | -3 | 0 | -20 | 1 | -0.7 | -21 | -15 | 21 | 3 | -9
Cc1sc2ncnc(NCC3COc4ccccc4O3)c2c1C (stereo unspecified) | -2 | 1 | -23 | -2 | -0.5 | 19 | 11 | -19 | -4 | -6
Cc1ccccc1NC(=S)/C(=C(\[O-])c1cc(C)n(Cc2ccccc2Cl)c1C)[n+]1ccccc1 | x | 0 | 0 | -1 | -0.9 | 13 | 4 | -13 | 14 | 6
c1ccc(CSc2nnc(-c3ccco3)n2Cc2ccco2)cc1 | -5 | x | x | 4 | -2.7 | 0 | -8 | 0 | x | -3
O=c1c2ccc(Cl)cc2[nH]c(=S)n1CCCN1CCOCC1 | x | -20 | 0 | 5 | -0.7 | -25 | -10 | 25 | 1 | 2
O=C1C=C(NCc2ccc(Cl)cc2Cl)C2(CCCCC2)O1 | -3 | -40 | -8 | -2 | -20 | 27 | -12 | -27 | -17 | -12
O=C(CSc1ccc2nnc(-c3ccccc3)n2n1)N1CCCCC1 | -2 | -9 | -3 | 1 | -1.8 | x | 0 | x | -17 | 1
Cn1cc(S(=O)(=O)NCc2ccc(Cl)cc2)c(=O)n(C)c1=O | -7 | 1 | -1 | x | 0.5 | -9 | -1 | 9 | -8 | 2
COc1ccc2c(=O)cc(-c3ccncc3)oc2c1OC | -6 | -6 | -9 | -2 | -2.6 | 2 | 5 | -2 | 22 | 0
O=C(NCCOc1ccccc1)c1cncc(Br)c1 | 4 | 22 | 50 | 0 | -4.2 | -19 | -8 | 19 | -5 | -5
Cc1cc(C)n(CCN(C)c2nc3nonc3nc2N2CCCCC2)n1 | -5 | -68 | -3 | 0 | 0.5 | -22 | -14 | 22 | 6 | -8
COC(=O)C1=C(C)N(Cc2ccccc2)C(=O)N[C@H]1c1cccs1 | -4 | 39 | 5 | x | -1.3 | 2 | 1 | -2 | 6 | -1
Cc1ccc(C(c2cc(Br)ccc2O)N2CCSCC2)cc1 (stereo unspecified) | -6 | -16 | -4 | x | -1.0 | 8 | -15 | -8 | -3 | 1
CN1C(=O)C(C)(C)c2cc(S(=O)(=O)N3CCCCCC3)ccc21 | x | -4 | x | x | -0.9 | 4 | 0 | -4 | -9 | 1
CN(C)c1ccc(C(CNS(=O)(=O)c2ccc(F)c(F)c2)c2c[nH]c3ccccc23)cc1 (stereo unspecified) | -2 | -1 | -5 | 0 | 0.3 | 7 | -6 | -7 | -5 | -6
CCOc1ccc(Br)cc1S(=O)(=O)Nc1ccc(C(=O)Nc2ccccc2OC)cc1 | -1 | -24 | 0 | 29 | -0.1 | 13 | -1 | -13 | -4 | -11
CCC(=O)N1CCc2cc(S(=O)(=O)NCCC(=O)N3CCN(c4cccc(C)c4)C(C)C3)ccc21 (stereo unspecified) | -4 | -2 | 5 | 9 | -2.5 | 3 | -18 | -3 | 8 | -8
Cc1ccc(NC(=O)C2CCC(N3C(=O)C4CCCCC4C3=O)CC2)cc1 (stereo unspecified) | -9 | 15 | 2 | -1 | -1.6 | 24 | -4 | -24 | 6 | -8
CCN1CCN(C(=O)c2cc3cc4ccc(OC)cc4nc3s2)CC1 | -3 | 7 | -4 | 1 | -1.2 | -5 | 3 | 5 | -76 | -28

An excerpt from above, showing only SR-BI HDL uptake and dFosB act.
| canonical_smiles | SR-BI HDL uptake | dFosB act |
| --- | --- | --- |
| COC(=O)C1=C(C)N(Cc2ccccc2)C(=O)N[C@H]1c1cccs1 | 2 | -1 |
| Cc1ccc(C(c2cc(Br)ccc2O)N2CCSCC2)cc1 (stereo unspecified) | 8 | 1 |

The main list resumes with the 7 entries that preceded the break.
SMILES | CAL PDZ FP-1 | PfHsp90 yeast 2 | MITF TRPM1 HTS | NSD2 HMT inh | CAL PDZ FP-2 | SR-BI HDL uptake | PvdQ inh | SR-BI uptake up | Rtt109 HAT inh | dFosB act
Cc1ccc(C(c2cc(Br)ccc2O)N2CCSCC2)cc1 (stereo unspecified) | -6 | -16 | -4 | x | -1.0 | 8 | -15 | -8 | -3 | 1
CN1C(=O)C(C)(C)c2cc(S(=O)(=O)N3CCCCCC3)ccc21 | x | -4 | x | x | -0.9 | 4 | 0 | -4 | -9 | 1
CN(C)c1ccc(C(CNS(=O)(=O)c2ccc(F)c(F)c2)c2c[nH]c3ccccc23)cc1 (stereo unspecified) | -2 | -1 | -5 | 0 | 0.3 | 7 | -6 | -7 | -5 | -6
CCOc1ccc(Br)cc1S(=O)(=O)Nc1ccc(C(=O)Nc2ccccc2OC)cc1 | -1 | -24 | 0 | 29 | -0.1 | 13 | -1 | -13 | -4 | -11
CCC(=O)N1CCc2cc(S(=O)(=O)NCCC(=O)N3CCN(c4cccc(C)c4)C(C)C3)ccc21 (stereo unspecified) | -4 | -2 | 5 | 9 | -2.5 | 3 | -18 | -3 | 8 | -8
Cc1ccc(NC(=O)C2CCC(N3C(=O)C4CCCCC4C3=O)CC2)cc1 (stereo unspecified) | -9 | 15 | 2 | -1 | -1.6 | 24 | -4 | -24 | 6 | -8
CCN1CCN(C(=O)c2cc3cc4ccc(OC)cc4nc3s2)CC1 | -3 | 7 | -4 | 1 | -1.2 | -5 | 3 | 5 | -76 | -28
O=C(NCc1ccccn1)c1cccc(NS(=O)(=O)c2cccc(Cl)c2)c1 | -1 | -3 | 0 | -1 | -1.8 | -39 | 23 | 39 | 10 | 8
O=C(O)C1CC(=O)N(C2CCCCCC2)C1 (stereo unspecified) | -13 | -12 | 8 | 0 | -0.4 | -21 | -17 | 21 | -7 | 0
Cc1cccc(C#Cc2ccccc2)n1 | 2 | -1 | 76 | x | 0.3 | 4 | -10 | -4 | 4 | -1
CCN(Cc1ccccc1)S(=O)(=O)c1ccc(C(=O)N(CCCN(C)C)c2nc3ccc(F)cc3s2)cc1 | 2 | 11 | -90 | -1 | -1.7 | 2 | -11 | -2 | 9 | 13
O=C(Nc1nnc(-c2ccccc2Cl)s1)C1CCN(S(=O)(=O)c2ccc(Cl)cc2)CC1 | -2 | -21 | 8 | 5 | -0.6 | 39 | -9 | -39 | 8 | 0
CCN(CC)c1nc(N)c2c(N)n(-c3ccccc3C)c(=S)c(C#N)c2c1C#N | 2 | x | x | 6 | x | 21 | 7 | -21 | 11 | -14
O=C(/C=C/c1ccccc1)NCCc1c[nH]c2ccccc12 | 8 | -15 | -5 | -1 | -1.0 | -32 | -7 | 32 | -3 | -5
COC(=O)c1ccc(NC(=S)NC(=O)c2c(-c3ccccc3)noc2C)cc1 | x | 4 | 0 | -1 | 0.3 | -26 | -4 | 26 | -14 | -7
O=C(COc1cccc(Cl)c1)N/N=C\c1cc2ccccc2nc1Cl | -4 | -12 | -11 | -1 | -3.9 | 0 | -11 | 0 | -9 | -1
O=C(NCCOC(=O)c1c(F)cccc1Cl)c1c(F)cccc1Cl | -5 | -15 | 2 | -1 | -1.1 | 10 | -4 | -10 | 4 | -8
CCOC(=O)N1CCN(C(=O)c2ccc(OCC)c(OCC)c2)CC1 | -2 | -31 | 6 | -2 | -0.3 | -8 | -11 | 8 | 0 | -2
COc1ccc(-c2noc(C3CCCN(C(=O)c4cccc(F)c4)C3)n2)cc1 (stereo unspecified) | -3 | -25 | -8 | -2 | -0.8 | -18 | 1 | 18 | 1 | -10
CCC1CN(C(=O)NCc2ccc(F)cc2)c2cc(Cl)ccc2O1 (stereo unspecified) | 0 | 1 | -6 | -8 | 1.0 | 10 | -14 | -10 | 1 | -9
COc1ccc(CCNC(=O)CSc2nncs2)cc1 | -2 | -2 | 1 | -3 | -1.0 | -3 | -8 | 3 | -2 | -9
Cc1cc(NC(=O)CSc2nnc(-c3cccnc3)n2Cc2ccccc2)no1 | 7 | 1 | -4 | -2 | -1.1 | 8 | 6 | -8 | 1 | -4
CO/N=C/NC(=O)c1ccc([N+](=O)[O-])c(CS(=O)(=O)c2ccc(Cl)cc2)c1 | x | 8 | -8 | -1 | 0.7 | 20 | -12 | -20 | 7 | -10
